# M. tuberculosis: growth inhibition of non-replicating M. tuberculosis (AID 488890) | Mycobacterium tuberculosis non-replicating, growth inhibition; higher % means a stronger effect | one-dose inhibition, % at 25 µM; IC50 in µM for titrated hits | 0.39% of 320,000 active; in the data active means a potency from the dose series; inconclusive means inhibition mostly from about 82% at the one dose, without a potency; inactive means the rest, 99 in 100 with inhibition below about 76%;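 further: plate controls were DMSO cells for no effect and high antibiotic wells for full effect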
# M. tuberculosis HTS: M. tuberculosis growth inhibition, HTS (AID 449762). inhibition, % at 25 µM; hits with a dose series show IC50 in µM. M. tuberculosis H37Rv growth inhibition, 7H9 media; higher % means a stronger effect. 0.59% of 330,000 active; in the data active means a potency from the dose series; inconclusive means inhibition above about 70% without an active follow-up result;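 further: bacterial growth assessed after seven days of incubation; strong numbers were not always called active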
# influenza NS1A: NS1A inhibition, H1N1 influenza, cell based functional assay (AID 504329); one-dose inhibition, % at 12.5 µM; IC50 in µM for titrated hits; NS1A functional cell-based assay, percent inhibition; higher % means a stronger effect; 0.3% of 340,000 active; in the data active means a potency from the dose series; inconclusive means inhibition above about 27% without an active follow-up result; further: strong numbers were not always called active
# PhoP GFP inhibition: PhoP regulon inhibitors, Salmonella typhi PhoP promoter GFP reporter, confirmatory (AID 1850) | Salmonella Typhi PhoP-promoter GFP reporter, fluorescence, 4 h; higher % means a stronger effect | 0.33% of 310,000 active | inhibition, % at 50 µM; hits with a dose series show IC50 in µM; in the data active means a potency from the dose series; inconclusive means inhibition mostly from about 25% at the one dose, without a potency; inactive means the rest, 99 in 100 with inhibition below about 19%;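 further: 0% = induced wells with vehicle and 100% = uninduced wells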
# inhibitors of VEEV: inhibitors of VEEV TC-83 cytopathic effect, confirmation, Vero cells (AID 588727). Vero cells, VEEV TC-83 cytopathic effect inhibition; higher % means a stronger effect. 0.13% of 350,000 active. one-dose inhibition, % at 20 µM; IC50 in µM for titrated hits; in the data active means a potency from the dose series; inconclusive means inhibition mostly from about 14% at the one dose, without a potency; inactive means the rest, 99 in 100 with inhibition below about 12%; further: strong numbers were not always called active
# inhibitors of VEEV 10K pilot screen: further read-out of inhibitors of VEEV, marked with its call; inhibition, %; measured here: 10K pilot screen inhibition
# * = called active by the depositor; i = inactive; ? = inconclusive; . = no result given.
SMILES,M. tuberculosis,M. tuberculosis HTS,influenza NS1A,PhoP GFP inhibition,inhibitors of VEEV,others
CCOC(=O)/C(C(N)=NCc1ccco1)=C(/O)c1ccccc1,20%,-4%,2%,-11%,4.3%,
NC(=O)COC(=O)c1cc(S(=O)(=O)N2CCOCC2)ccc1N1CCCCC1,-11%,5%,-3%,8%,0.5%,
COc1cccc(NC(=O)c2nn(-c3ccc(OC)cc3OC)c(=O)c3ccccc23)c1,-2%,-1%,-15%,-4%,0.4%,
O=C(NCCC1=CCCCC1)C(=O)NCc1ccncc1,9%,47%,4%,2%,i,
O=C(CN(Cc1ccco1)C(=O)CNS(=O)(=O)c1ccc(F)cc1)NCc1ccco1,-5%,-9%,11%,3%,1.4%,
O=C(O)c1ccc2ncc(NC(=O)c3ccc(F)cc3)c(=O)n2c1,10%,6%,0%,-1%,0.8%,
CN(C)c1cc(N/N=C/c2ccc(Cl)cc2)nc(N(C)C)n1,.,.,10%,.,4.8%,inhibitors of VEEV 10K pilot screen=5.7
Cc1[nH]c2c(C)cccc2c1CN1CCC(CO)(Cc2ccccc2)CC1,14%,2%,5%,5%,i,
CCCCNc1nc(-c2ccccc2)c(C(=O)OCC)cc1C#N,56%,-1%,-6%,0%,7.1%,
O=C1NC2(CCCCC2)N=C1c1ccc(F)cc1,-2%,3%,0%,-9%,i,inhibitors of VEEV 10K pilot screen=2.2
CNC(=O)CSc1nnnn1-c1cc(C)ccc1C,-14%,-9%,-1%,4%,0.4%,
O=C(Nc1ccc(Cl)c(Cl)c1)Nc1ccc(Br)cc1F,75%,?,-15%,6%,i,
CCOC(=O)N1CCN(C(=O)c2cc(COc3ccc(F)cc3F)on2)CC1,44%,-1%,5%,-4%,0.5%,
CCC(CC)c1nc2ccccc2c(=O)[nH]1,-3%,1%,-8%,-3%,0.3%,
COc1ccc(-c2csc(NC(=S)NC(=O)c3ccc4ccccc4c3)n2)cc1OC,-1%,8%,5%,-11%,?,
OC1(c2ccc(F)cc2)CCN(Cc2ccccc2)C1 (stereo not given),-17%,-7%,1%,-6%,0.2%,
O=C(C1CCCN(S(=O)(=O)c2cc(Cl)ccc2Cl)C1)N1CCCCCC1 (stereo not given),6%,-12%,-12%,-8%,4.8%,
CC(C)OCCCNc1ncc2c(n1)CC(c1ccc(N(C)C)cc1)CC2=O (stereo not given),9%,5%,-8%,-16%,2.1%,
CCCCC(=O)Nc1nnc(-c2ccc(OC)cc2)s1,-2%,2%,-6%,9%,2.3%,
COc1ccc(Cc2nc3ccc(S(=O)(=O)N4CCOCC4)cc3[nH]2)cc1,6%,1%,-2%,5%,1.1%,
c1ccc(Oc2ncnc3sccc23)cc1,-15%,-9%,1%,1%,0.5%,
Cc1cc(NC(=O)c2cc(-c3ccc(C)c(C)c3)nc3ccccc23)no1,20%,-10%,-3%,13%,1.4%,
CCN(Cc1ccccc1)C(=O)COC(=O)c1cc(=O)[nH]c2ccccc12,12%,2%,4%,3%,0.1%,
CNc1nc(N)c(C(=O)Nc2cc(C)on2)s1,2%,6%,5%,3%,i,
COc1ccc(-c2nnc(-c3cc(OC)c(OC)c(OC)c3)o2)cc1OC,0%,-4%,11%,2%,7.0%,
O=C(O)C(=O)/C(=C\c1ccsc1)c1ccc2ccccc2n1,10%,-4%,-4%,-9%,0.5%,
Cc1ccc(NP(=O)(Oc2ccccc2F)Oc2ccccc2F)cc1,22%,4%,5%,-10%,i,
N#Cc1c(-c2ccc(F)cc2)cc(-c2cccs2)nc1SCC(=O)O,44%,-13%,17%,-8%,2.5%,
CC[C@]12C(=O)N(C)C[C@H]([C@@H]3C(=O)N(C)C(=O)[C@@H]31)N2C(=O)c1ccc(C(C)(C)C)cc1,.,.,-2%,.,i,
Cc1cc(O)cc2c1C1CCC3(C)C(=O)CCC3C1C=C2 (stereo not given),.,.,11%,.,3.2%,
COCCNC(=O)c1ccccc1NC(=O)c1cc(OC)cc(OC)c1,-26%,-3%,5%,-2%,9.2%,
Cc1cc(=O)[nH]c(Nc2ccccc2C)n1,-6%,1%,-10%,-17%,0.4%,
C=CC[C@H]1C=C[C@@H](C(C(=O)OC)C(=O)OC)CN1C(C)=O,.,.,-5%,.,3.1%,
ON=Cc1cccn1-c1ccccc1,1%,-10%,4%,19%,2.8%,
COc1ccc(-c2cc(C)no2)cc1S(=O)(=O)N1CCOc2ccccc21,-6%,-5%,9%,4%,0.6%,
COc1ccc(C(CNC(=O)c2cccc(S(=O)(=O)N3CCCC3)c2)N2CCCC2)cc1 (stereo not given),4%,-9%,-7%,.,i,
CC(=O)NC(Cc1ccc(F)cc1)C(=O)N1CCN(C(=O)NCc2ccccc2)CC1 (stereo not given),-2%,2%,1%,1%,i,
OCC1(CCc2ccccc2)CCCN(CCCc2ccccc2)C1 (stereo not given),?,0%,-2%,-7%,0.4%,
S=C(NC1CCCCC1)N1CCn2cccc2C1c1cccnc1 (stereo not given),23%,6%,5%,6%,0.3%,
C=CCOC(=O)C(=O)/C=C/c1coc2ccccc2c1=O,3%,5%,-2%,-15%,0.2%,
CCOc1ccccc1CN1C2CCC1CC(c1ccc(C)cc1)C2 (stereo not given),34%,15%,14%,0%,i,
CCOC(=S)N/C(=N\S(=O)(=O)c1ccc(C)cc1)c1ccccc1,27%,-1%,4%,13%,0.6%,
O=C(Cn1cc2c(n1)CCCCC2)N1CCCCC1,-28%,-3%,-4%,-8%,2.9%,
Cc1csc(N2CCCC2=O)n1,-3%,-4%,-5%,14%,0.7%,
CC1CCc2c(sc(NC(=O)c3cccs3)c2C(=O)O)C1 (stereo not given),72%,?,-5%,-1%,1.1%,
CC(C)Oc1ccc(C2NC(=O)c3ccccc3O2)cc1 (stereo not given),-14%,1%,5%,4%,i,
C=CCn1c(CCCOc2ccc(Cl)cc2Cl)n[nH]c1=S,21%,3%,-16%,7%,1.4%,inhibitors of VEEV 10K pilot screen=0.9
CN(C(=O)CCc1ccccc1F)C1CCCN(Cc2ccccc2F)C1 (stereo not given),15%,-2%,-3%,2%,0.1%,
CC(=O)Nc1ccc(S(=O)(=O)NNC(=S)NCc2ccco2)cc1,11%,-7%,-6%,-8%,0.8%,
Cc1nonc1CN(C)C(=O)c1cc(COc2ccc(F)cc2Cl)on1,13%,-1%,3%,-8%,4.9%,
N#Cc1nc(-c2cccc3ccccc23)oc1N,3%,-13%,0%,.,2.4%,
NC(=O)C1(N2CCCCC2)CCN(C2CC(=O)N(Cc3ccc(N4CCCC4=O)cc3)C2=O)CC1 (stereo not given),8%,1%,0%,-3%,3.0%,
COc1ccc(CNC(=O)c2ccc3nccnc3c2)cc1,2%,7%,2%,-5%,2.1%,
COc1ccc(/C=N/NC(=O)CCSc2nc3ccccc3s2)cc1OC,1%,-2%,-5%,-3%,9.0%,
O=C(CCN1CCOCC1)Nc1cc(C(=O)Nc2ccccc2F)ccc1N1CC2CC(C1)c1cccc(=O)n1C2 (stereo not given),5%,-1%,5%,2%,1.5%,
Cc1ccc(SCCN2CCN(CCc3ccccc3)CCC2=O)cc1,25%,-1%,10%,2%,1.4%,
c1ccc(Cc2nn[nH]n2)cc1,-1%,-1%,-12%,2%,2.2%,
O=C(c1cc(-c2ccccc2)n[nH]1)N1CCN(S(=O)(=O)c2ccccc2)CC1,7%,-12%,-1%,-16%,9.4%,
O=C(O)CNC(=O)C(c1ccccc1)c1ccccc1,-7%,1%,-4%,6%,2.2%,
NC(=O)COc1ccc(/C=N\NC(=O)CC(=O)NCCc2ccccc2)cc1,-21%,-2%,0%,-10%,0.7%,
# Further structures follow:
SMILES,M. tuberculosis,M. tuberculosis HTS,influenza NS1A,PhoP GFP inhibition,inhibitors of VEEV,others
CC1CC(C)CC(C)C(O)C(C#N)=CC=CCC(C2CCCC2C(=O)O)OC(=O)CC(O)C(C)C1 (stereo not given),.,.,-24%,.,4.4%,
COc1ccc(C(=O)C2CCCN(C(=O)C3CCOCC3)C2)cc1OC (stereo not given),-1%,0%,3%,3%,0.1%,
CCN(C(=O)Nc1cccc(Cl)c1)c1ccccc1,26%,11%,-1%,-3%,0.5%,
CN(C1CCCCC1)S(=O)(=O)c1ccccc1,-3%,-1%,3%,-4%,i,
CC1C(=O)N2CCCc3cc(NS(=O)(=O)c4ccc([N+](=O)[O-])cc4)cc1c32 (stereo not given),25%,14%,8%,-3%,12%,
O=S(=O)(NCC1CCCO1)c1cnc(Cl)c(Cl)c1 (stereo not given),1%,-2%,13%,-7%,0.6%,
CCC(Oc1ccc2ccccc2c1)C(=O)O (stereo not given),13%,10%,0%,3%,0.8%,
O=C(c1ccc(CS(=O)(=O)c2ccccc2)o1)N1CCN(c2ccccc2)CC1,12%,4%,0%,1%,7.1%,

# Screening results as filed in PubChem.
